High-throughput results (PubChem BioAssay)
hIAP inh = human IAP inhibitors, primary screen, biochemical, luminescence, uHTS; Intestinal-type alkaline phosphatase (Homo sapiens), P09923; purified IAP, CDP-Star luminescence, 30 min; inhibition, % at 10 µM; actives 0.12% (n = 330,000); AID 2544, 2010;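 active = inhibition reaching a set limit with compound at 10 µM in the primary screen, cut at about 35% in these data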;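 note: plate controls were DMSO wells with enzyme for no effect and no-enzyme buffer wells for full effect; values of inactives mirror those of a sister screen read the other way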
Target sequence (P09923 whole entry, looked up): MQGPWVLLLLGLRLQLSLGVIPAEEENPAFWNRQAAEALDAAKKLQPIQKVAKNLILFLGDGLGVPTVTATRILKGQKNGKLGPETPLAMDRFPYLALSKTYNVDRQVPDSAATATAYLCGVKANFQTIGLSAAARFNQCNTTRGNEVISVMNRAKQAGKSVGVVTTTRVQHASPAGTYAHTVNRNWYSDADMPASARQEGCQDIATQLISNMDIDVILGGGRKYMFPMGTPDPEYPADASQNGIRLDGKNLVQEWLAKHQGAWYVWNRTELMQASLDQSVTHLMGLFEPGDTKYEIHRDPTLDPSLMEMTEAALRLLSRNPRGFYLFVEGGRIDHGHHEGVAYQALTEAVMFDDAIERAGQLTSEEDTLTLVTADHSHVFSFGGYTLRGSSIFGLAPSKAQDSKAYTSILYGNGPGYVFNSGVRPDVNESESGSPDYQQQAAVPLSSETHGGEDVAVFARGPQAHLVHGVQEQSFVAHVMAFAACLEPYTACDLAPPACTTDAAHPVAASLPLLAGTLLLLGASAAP
mIAP activ = activators of mouse IAP, primary screen, biochemical, luminescence, uHTS; intestinal alkaline phosphatase [Mus musculus]; muIAP, CDP-Star luminescence, 30 min; stronger effect = higher value; 1 = vehicle-only enzyme signal, 0 = enzyme-free wells; activation factor at 10 µM; actives 0.24% (n = 330,000);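 active = activation factor of at least 2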; note: the source names both 10 and 20 µM as test concentration; values of inactives mirror those of a sister screen read the other way
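System: Mouse IAP enzyme | Also added: CDP-Star substrate | Dosing: Compounds dispensed in DMSO | Schedule: 30 min enzyme-substrate-compound incubation at room temperature | Technique: Chemiluminescence readout | Control set: DMSO-only wells and no-enzyme negative control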
NLRP3 yeast inh = NALP3 inflammasome inhibitors in reconstituted yeast, primary screen, luminescence, uHTS | inhibition, % at 10 µM | Yeast reconstituted NLRP3/ASC/caspase-1, beta-gal luminescence, 24 h | actives 0.39% (n = 330,000);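 active = inhibition of 50% or more; inactive = inhibition below 50%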;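 note: plate controls were induced DMSO wells for no effect and uninduced yeast grown without galactose for full effect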
hIAP activ = human IAP activators, primary screen, biochemical, luminescence, uHTS; purified human IAP, CDP-Star luminescence, 30 min; stronger effect = higher value; 1 = vehicle-only enzyme, 0 = enzyme-free background; actives 0.16% (n = 330,000); Intestinal-type alkaline phosphatase (Homo sapiens), P09923; activation factor at 10 µM; AID 2524, 2010;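 active = activation factor of the enzyme at least 2-fold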; note: the source names both 10 and 20 µM as test concentration; values of inactives mirror those of a sister screen read the other way
TIM10 inh = growth inhibitors of isogenic TIM10 control yeast, primary screen, counter-screen for tim10-1 yeast inhibitor project, luminescence, uHTS | S. cerevisiae TIM10 strain growth, BacTiter-Glo luminescence, 24 h | inhibition, % at 10 µM | actives 1.4% (n = 330,000);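 active = inhibition of 40% or more at the single tested concentration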;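 note: wild-type TIM10 isogenic control strain grown at permissive 25 °C; 0% = DMSO yeast wells and 100% = minimal medium wells without yeast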
Apaf1 inhib = inhibitors of human Apaf-1 apoptosome, primary screen, biochemical, DEVD-Rh110 fluorescence, uHTS; AID 489030, 2010; reconstituted apoptosome caspase-3 activity; actives 0.71% (n = 330,000); inhibition, % at 20 µM; active = inhibition of at least 40% at 20 µM;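 note: plate controls were DMSO wells for no effect and DEVD-CHO caspase inhibitor wells for full effect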
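Material: biochemical Apaf-1 apoptosome reconstitution. Medium: Hepes buffer, pH 7.5. Also added: cytochrome c activation, bis-DEVD rhodamine 110 substrate. Timing: 30 min compound preincubation, 50 min activation, room temperature. Measured by: rhodamine 110 fluorescence at Ex 480/Em 540 nm.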
mIAP block = inhibitors of mouse IAP, primary screen, biochemical, luminescence, uHTS; intestinal alkaline phosphatase [Mus musculus]; purified mouse IAP, CDP-Star luminescence, 30 min; inhibition, % at 10 µM; actives 0.2% (n = 330,000); AID 2806, 2010;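 active = inhibition of at least 40% at 10 µM in the primary screen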;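 note: plate controls were DMSO with enzyme for no effect and no enzyme wells for full effect; values of inactives mirror those of a sister screen read the other way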
ATG4B inh = ATG4B protease inhibitors, primary screen, biochemical, fluorescence, uHTS; Cysteine protease ATG4B (Homo sapiens), Q9Y4P1; ATG4B cleavage of LC3-PLA2, NBD-HPC fluorescence, 1 h; inhibition, % at 8.33 µM; actives 0.51% (n = 340,000); in the data active = inhibition above about 40%
Target sequence (Q9Y4P1 whole entry, looked up): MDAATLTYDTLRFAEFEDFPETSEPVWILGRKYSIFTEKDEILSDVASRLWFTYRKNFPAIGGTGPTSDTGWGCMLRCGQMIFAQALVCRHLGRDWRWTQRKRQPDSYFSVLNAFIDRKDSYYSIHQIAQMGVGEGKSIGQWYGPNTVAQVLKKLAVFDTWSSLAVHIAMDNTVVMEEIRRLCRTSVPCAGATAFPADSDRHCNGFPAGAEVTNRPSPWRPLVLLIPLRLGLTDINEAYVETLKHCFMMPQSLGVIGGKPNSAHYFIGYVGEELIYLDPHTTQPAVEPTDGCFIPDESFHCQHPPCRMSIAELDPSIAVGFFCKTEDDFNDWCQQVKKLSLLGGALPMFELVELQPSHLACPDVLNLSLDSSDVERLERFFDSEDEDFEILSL
tim10-1 inh = growth inhibitors of tim10-1 mutant yeast, primary screen, luminescence, uHTS; S. cerevisiae tim10-1 ts strain growth, BacTiter-Glo, 24 h; actives 2.2% (n = 330,000); inhibition, % at 20 µM;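 active = inhibition of at least 40%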;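 note: mutant grown at 25 °C; 0% = DMSO wells with yeast and 100% = wells holding no yeast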
Starred values were filed as active, the others as inactive; & = joins results of further samples; ! = not confirmed by another sample.

`CCC(C)NC(=O)c1cc(Cl)ccc1OC` (centres undefined) gave hIAP inh -14, mIAP activ 1.1, NLRP3 yeast inh 15, hIAP activ 1.1, TIM10 inh -7, Apaf1 inhib 4, mIAP block -6, ATG4B inh 2 and tim10-1 inh 10.
For O=C(CSc1ncnc2sccc12)N1CCN(C(=O)c2cccs2)CC1 the results were hIAP inh 8, mIAP activ 1, NLRP3 yeast inh 0, hIAP activ 0.92, TIM10 inh -4, Apaf1 inhib -8, mIAP block -4, ATG4B inh -3 and tim10-1 inh -1.
OCCN(CCCn1c(-c2ccncc2)nc2ccccc21)c1nc(CN2CCCCC2)cs1 was read as hIAP inh 14, mIAP activ 0.94, NLRP3 yeast inh 13, hIAP activ 0.85, TIM10 inh 10, Apaf1 inhib 4, mIAP block 6, ATG4B inh -18 and tim10-1 inh -2.
For O=C(NC(=O)c1ccc(Cl)c(Cl)c1)OC1CCS(=O)(=O)C1 (centres undefined) the results were hIAP inh 16, mIAP activ 1.1, NLRP3 yeast inh -8, hIAP activ 0.84, TIM10 inh -8, Apaf1 inhib -1, mIAP block -5, ATG4B inh 10 and tim10-1 inh 10.
For Cn1nc(C(F)(F)F)c(C(=O)Nc2ccc(F)cc2F)c1Sc1cccc(Cl)c1 the results were hIAP inh 15, mIAP activ 1, NLRP3 yeast inh -9, hIAP activ 0.85, TIM10 inh 17, Apaf1 inhib 11, mIAP block -2, ATG4B inh -9 and tim10-1 inh 44*.
COc1cccc(C2=NN(C(=O)c3ccccc3)C(O)(C(F)(F)F)C2)c1 (centres undefined) was read as hIAP inh 18, mIAP activ 0.99, NLRP3 yeast inh -11, hIAP activ 0.82, TIM10 inh 10, Apaf1 inhib 5, mIAP block 1, ATG4B inh -15 and tim10-1 inh 25.
Cc1oc2c(C)c3oc(=O)c(CCC(=O)N4C[C@H]5C[C@@H](C4)c4cccc(=O)n4C5)c(C)c3cc2c1C was read as hIAP inh 20, mIAP activ 0.95, NLRP3 yeast inh -1, hIAP activ 0.8, TIM10 inh 1, Apaf1 inhib 10, mIAP block 5, ATG4B inh -25 and tim10-1 inh 20.
COC(=O)c1sc(NC(=S)NNC(=O)c2c(Br)c(C)nn2C)c(C(=O)OC)c1C was read as hIAP inh -35, mIAP activ 0.76, NLRP3 yeast inh 15, hIAP activ 1.4, TIM10 inh 23, Apaf1 inhib 24, mIAP block 24, ATG4B inh 5 and tim10-1 inh 22.
`CCOCCCNC(=O)c1c(-c2ccccc2)noc1C` gave hIAP inh -8, mIAP activ 1.1, NLRP3 yeast inh -3, hIAP activ 1.1, TIM10 inh -1, Apaf1 inhib 13, mIAP block -12, ATG4B inh -6 and tim10-1 inh 15.
`Nc1cc[n+](CC(=O)c2ccccc2)cc1` gave hIAP inh -4, mIAP activ 0.94, NLRP3 yeast inh 13, hIAP activ 1, TIM10 inh -1, Apaf1 inhib -12, mIAP block 6, ATG4B inh 4 and tim10-1 inh -5.
Screening CC(=O)OCCNC(=O)c1cccnc1 returned hIAP inh 5, mIAP activ 1.1, NLRP3 yeast inh 7, hIAP activ 0.95, TIM10 inh -8, Apaf1 inhib 2, mIAP block -6, ATG4B inh -5 and tim10-1 inh -3.
Screening O=C(CSc1nc2ccsc2c(=O)n1Cc1ccccc1)NCC1CCCO1 (centres undefined) returned hIAP inh 12, mIAP activ 1.1, NLRP3 yeast inh -10, hIAP activ 0.88, TIM10 inh -10, Apaf1 inhib 3, mIAP block -14, ATG4B inh -3 and tim10-1 inh 17.
CCN(CC)S(=O)(=O)c1ccc(-c2nnc(SCC(C)=O)o2)cc1 was read as hIAP inh 10, mIAP activ 0.75, NLRP3 yeast inh -2, hIAP activ 0.9, TIM10 inh 18, Apaf1 inhib 3, mIAP block 25, ATG4B inh 12 and tim10-1 inh 18.
COc1ccc(NC(=O)c2sc3nc(N4CCOCC4)c4c(c3c2N)CC(C(C)C)OC4)c(OC)c1 (centres undefined) was read as hIAP inh -16, mIAP activ 0.97, NLRP3 yeast inh 15, hIAP activ 1.2, TIM10 inh -5, Apaf1 inhib -11, mIAP block 3, ATG4B inh -5 and tim10-1 inh 43*.
CCc1c(C)nc(SCCOc2ccc(OC(C)C)cc2)[nH]c1=O was read as hIAP inh 18, mIAP activ 1.1, NLRP3 yeast inh 0, hIAP activ 0.82, TIM10 inh 29, Apaf1 inhib 0, mIAP block -10, ATG4B inh -5 and tim10-1 inh 16.
Screening NC(=O)c1cccnc1 returned hIAP inh -22, mIAP activ 1.2, NLRP3 yeast inh 10, hIAP activ 1.2, TIM10 inh 1, Apaf1 inhib 8, mIAP block -17, ATG4B inh 5 and tim10-1 inh 8.
COc1ccc(-c2[nH]ncc2CNC(C)c2ccccc2Cl)cc1F (centres undefined) was read as hIAP inh -20, mIAP activ 0.93, NLRP3 yeast inh 24, hIAP activ 1.2, TIM10 inh 7, Apaf1 inhib -5, mIAP block 7, ATG4B inh -14 and tim10-1 inh 17.
For CCN(CC)C(=O)COc1ccc(S(=O)(=O)N2CCCC2)cc1 the results were hIAP inh -11, mIAP activ 0.96, NLRP3 yeast inh 4, hIAP activ 1.1, TIM10 inh 2, Apaf1 inhib -15, mIAP block 4, ATG4B inh -1 and tim10-1 inh 12.
`Cc1cc(C)c2cc3c(N)c(C(=O)Nc4c(C)[nH]c(=O)[nH]c4=O)sc3nc2c1` gave hIAP inh 11, mIAP activ 0.96, NLRP3 yeast inh 7, hIAP activ 0.89, TIM10 inh -7, Apaf1 inhib 1, mIAP block 4, ATG4B inh -1 and tim10-1 inh 8.
`CCOc1ccccc1OCCC(=O)Nc1ccc(F)c(Cl)c1` gave hIAP inh 9, mIAP activ 0.99, NLRP3 yeast inh 20, hIAP activ 0.91, TIM10 inh 12, Apaf1 inhib 1, mIAP block 1, ATG4B inh 20 and tim10-1 inh 22.

4 records drawn at random from those above, as already listed:
`CCOCCCNC(=O)c1c(-c2ccccc2)noc1C` gave hIAP inh -8, mIAP activ 1.1, NLRP3 yeast inh -3, hIAP activ 1.1, TIM10 inh -1, Apaf1 inhib 13, mIAP block -12, ATG4B inh -6 and tim10-1 inh 15.
`CCC(C)NC(=O)c1cc(Cl)ccc1OC` (centres undefined) gave hIAP inh -14, mIAP activ 1.1, NLRP3 yeast inh 15, hIAP activ 1.1, TIM10 inh -7, Apaf1 inhib 4, mIAP block -6, ATG4B inh 2 and tim10-1 inh 10.
CCc1c(C)nc(SCCOc2ccc(OC(C)C)cc2)[nH]c1=O was read as hIAP inh 18, mIAP activ 1.1, NLRP3 yeast inh 0, hIAP activ 0.82, TIM10 inh 29, Apaf1 inhib 0, mIAP block -10, ATG4B inh -5 and tim10-1 inh 16.
Screening NC(=O)c1cccnc1 returned hIAP inh -22, mIAP activ 1.2, NLRP3 yeast inh 10, hIAP activ 1.2, TIM10 inh 1, Apaf1 inhib 8, mIAP block -17, ATG4B inh 5 and tim10-1 inh 8.

(more compounds)
`N#CN1CCC(NS(=O)(=O)c2ccc(C(F)(F)F)cc2)CC1` gave hIAP inh -12, mIAP activ 0.96, NLRP3 yeast inh -6, hIAP activ 1.1, TIM10 inh -3, Apaf1 inhib 7, mIAP block 4, ATG4B inh 8 and tim10-1 inh 1.
`COc1ccc(S(=O)(=O)N2CCCCC2)cc1NC(=O)c1ccc(C)cc1` gave hIAP inh 14, mIAP activ 1, NLRP3 yeast inh 2, hIAP activ 0.86, TIM10 inh 6, Apaf1 inhib 0, mIAP block -1, ATG4B inh -1 and tim10-1 inh 13.
Cc1ccc(NC(=O)NNC(=O)CN2C(=O)COc3ccccc32)cc1 was read as hIAP inh -29, mIAP activ 1, NLRP3 yeast inh 5, hIAP activ 1.3, TIM10 inh 0, Apaf1 inhib 1, mIAP block -1, ATG4B inh -2 and tim10-1 inh -21.
Screening O=C(Cn1cc2c(n1)CCCC2)N1CCc2ccccc21 returned hIAP inh 2, mIAP activ 0.9, NLRP3 yeast inh 32, hIAP activ 0.98, TIM10 inh 4, Apaf1 inhib -1, mIAP block 10, ATG4B inh -8 and tim10-1 inh 5.
Screening CCOC(=O)C(C)n1ncn2cccc2c1=O (centres undefined) returned hIAP inh -6, mIAP activ 1.2, NLRP3 yeast inh 11, hIAP activ 1.1, TIM10 inh -8, Apaf1 inhib 3, mIAP block -15, ATG4B inh 7 and tim10-1 inh -3.
CC(=O)Nc1ccc(S(=O)(=O)NC(C(=O)O)C(C)O)cc1 (centres undefined) was read as hIAP inh -3, mIAP activ 1.1, NLRP3 yeast inh -19, hIAP activ 1, TIM10 inh -3, Apaf1 inhib -2, mIAP block -8, ATG4B inh -3 and tim10-1 inh -6.
For CC(C)c1ccccc1NC(=S)NCC1(N(C)C)CCCCC1 the results were hIAP inh -4, mIAP activ 1.1, NLRP3 yeast inh 17, hIAP activ 1, TIM10 inh 3, Apaf1 inhib -7, mIAP block -9, ATG4B inh 3 and tim10-1 inh 14.
For CCn1c(C)cc(=S)c2ccccc21 the results were hIAP inh -3, mIAP activ 0.96, NLRP3 yeast inh 22, hIAP activ 1, TIM10 inh 3, Apaf1 inhib 36, mIAP block 4, ATG4B inh -8 and tim10-1 inh 13.
O=C(NCCCN1CCOCC1)c1sc2ccccc2c1Cl was read as hIAP inh 2, mIAP activ 1, NLRP3 yeast inh 7, hIAP activ 0.98, TIM10 inh -16, Apaf1 inhib -2, mIAP block -1, ATG4B inh 7 and tim10-1 inh 15.
CC(=O)Nc1cc(C(=O)N2CCCC2)ccc1S(=O)(=O)c1ccc(C)cc1 was read as hIAP inh -21, mIAP activ 1.1, NLRP3 yeast inh 16, hIAP activ 1.2, TIM10 inh 4, Apaf1 inhib -6, mIAP block -6, ATG4B inh -7 and tim10-1 inh -6.
Cc1csc(SCC(=O)N(C)CC(=O)Nc2ccc(F)cc2)n1 was read as hIAP inh 1, mIAP activ 1, NLRP3 yeast inh -4, hIAP activ 0.99, TIM10 inh -3, Apaf1 inhib -1, mIAP block 0 and tim10-1 inh 11.
OCc1cc(C(O)CNCCCCCCOCCCCc2ccccc2)ccc1O (centres undefined) was read as hIAP inh -2&-20, mIAP activ 0.99&0.97, NLRP3 yeast inh 24&16, hIAP activ 1&1.2, TIM10 inh -1&7, Apaf1 inhib 42*!, mIAP block 1&3, ATG4B inh 6 and tim10-1 inh -19&24.
